Assay outcomes (PubChem BioAssay)
PI4K2A inh – qHTS for small molecular inhibitors of PI4K2A | purified PI4K2A, ADP-Glo luminescence, 1 h; hits give low values | Phosphatidylinositol 4-kinase type 2-alpha (Homo sapiens), Q9BTU6 | hit rate 0.13% among 420,000 | activity change, negative = inhibition, % at 76.9 µM | AID 1346378, 2018; in the data active means activity change below about -50%; inconclusive means mostly about -30% to -49%;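 further: -100% = wells without enzyme as full effect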
Target sequence (Q9BTU6 whole entry, looked up): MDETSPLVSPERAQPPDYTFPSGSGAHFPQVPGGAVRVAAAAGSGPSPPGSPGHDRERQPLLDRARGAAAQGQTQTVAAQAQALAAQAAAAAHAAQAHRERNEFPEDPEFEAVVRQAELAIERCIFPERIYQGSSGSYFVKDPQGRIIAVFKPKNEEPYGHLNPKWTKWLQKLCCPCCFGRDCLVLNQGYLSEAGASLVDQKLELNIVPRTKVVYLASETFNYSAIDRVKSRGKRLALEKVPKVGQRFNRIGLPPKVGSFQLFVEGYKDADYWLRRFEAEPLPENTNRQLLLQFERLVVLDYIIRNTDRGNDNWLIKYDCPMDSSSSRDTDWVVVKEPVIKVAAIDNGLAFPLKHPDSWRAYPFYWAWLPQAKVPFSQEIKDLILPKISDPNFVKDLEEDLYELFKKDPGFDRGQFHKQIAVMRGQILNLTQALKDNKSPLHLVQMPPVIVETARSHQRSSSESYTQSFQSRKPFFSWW
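Compounds are screened against recombinant PI4K2A using PI as substrate and ATP, the latter dispensed at 300 microM. Reactions run one hour at ambient temperature before ADP-Glo detection; full inhibition defined by wells lacking enzyme.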
Numbers without * were called inactive; & = joins results of further samples.

Results for COC(=O)c1cc(C(C)c2c[nH]c3ccccc23)n2ccccc12 (stereo unspecified) ?
PI4K2A inh: -3

Results for O=C1N(c2ccccc2)CC2C(c3ccccc3)C(c3ccccc3)N3CCCC123 (stereo unspecified) ?
PI4K2A inh: 3

What do the screens show for `CC(=O)N1CCN(S(=O)(=O)c2ccc3c(c2)oc(=O)n3C)CC1`?
PI4K2A inh: -8

How did COC(=O)[C@@]12C[C@@H](CC(=O)NCc3cccc4ccccc34)C(=O)N(Cc3ccc4c(c3)OCO4)C1=CCC(C)(C)C2 do in these assays?
PI4K2A inh: -9

Results for COC(=O)C[C@@H]1CC[C@H]2[C@@H](COc3ccc(NC(=O)Nc4ccccc4C)cc3C(=O)N2C)O1 ?
PI4K2A inh: 2

How did Cc1onc(-c2ccc(Cl)cc2)c1-c1ccn(S(=O)(=O)c2cccc(Cl)c2)n1 do in these assays?
PI4K2A inh: -2

What do the screens show for `CCCC[C@H]1C2CC(OC(=O)Nc3cccc(F)c3)C(C2)[C@H]2CCCCN21` (stereo partly specified)?
PI4K2A inh: 6

What do the screens show for `CCCCCCCCN1C(=O)[C@@H](CC(=O)NCc2ccc(C)o2)C[C@@]2(C(=O)OC)C1=C[C@H](COCc1ccccc1)O[C@@H]2C`?
PI4K2A inh: -3

Results for CC1CCC2(CCC(=O)N2CCCO)CC1 (stereo unspecified) ?
PI4K2A inh: -1

What do the screens show for `COC(=O)C1(C(=O)OC)C[C@H](/C=C/c2ccccc2)N(Cc2ccccc2OC)[C@@H]1c1ccc(F)cc1`?
PI4K2A inh: 7

What do the screens show for `COc1ccc(OC)c(S(=O)(=O)N2CCC(C(=O)NCc3cccs3)CC2)c1`?
PI4K2A inh: -4

What do the screens show for `COc1ccc(-n2c(SCC(=O)N(CC(C)C)CC(C)C)nnc2-c2ccncc2)cc1`?
PI4K2A inh: 3

Results for C[C@@H]1COc2cc(N3CCCC3)ccc2S(=O)(=O)N1C ?
PI4K2A inh: 0

What do the screens show for `CCCCOc1ccc(C(=O)n2ccc3ccc(-c4ccc5ccn(Cc6ccccc6)c5c4)cc32)cc1`?
PI4K2A inh: -5

Results for CC(=O)c1cc(-c2ccc3ccccc3c2)c(=O)n2c1CCC2 ?
PI4K2A inh: -1

What do the screens show for `CCC(C(=O)Nc1c(C)cccc1C)n1c(-c2ccc(-c3ccccc3)cc2)nc2ccccc21` (stereo unspecified)?
PI4K2A inh: -1

Results for Cc1ccccc1CN1CCCCC(NC(=O)c2ccc(F)cc2F)C1=O (stereo unspecified) ?
PI4K2A inh: -1

Results for C#CCNC(=O)C[C@@H]1C(=O)N2CCCC3=C2[C@@]1(C(=O)OCC)CCC3 ?
PI4K2A inh: -1

How did Cc1cc(NC(=O)c2ccc(NS(=O)(=O)c3ccc(C)c(C)c3)cc2)no1 do in these assays?
PI4K2A inh: 1

How did O=C(c1cc(F)cc(F)c1)N1CCCC(c2nc(-c3cccs3)no2)C1 (stereo unspecified) do in these assays?
PI4K2A inh: 2

How did COC(=O)[C@]12C[C@H](CC(=O)NCc3cccc(C(F)(F)F)c3)C(=O)N(Cc3ccco3)C1=C[C@H](C(C)(C)C)O[C@@H]2C do in these assays?
PI4K2A inh: 1

Results for COc1ccc(C(=O)CSc2nnc(-c3ccccn3)n2-c2ccccc2)cc1 ?
PI4K2A inh: -4

What do the screens show for `COc1ccc(C(C(=O)NC(C)(C)C)n2c(-c3ccc(=O)[nH]c3)nc3ccccc32)cc1` (stereo unspecified)?
PI4K2A inh: 1

Results for Cc1cccc(C)c1NC(=O)C1C(c2ccccc2)=Nc2ccccc2N1C(=O)c1cnccn1 (stereo unspecified) ?
PI4K2A inh: -2

Ordered by SMILES length (rising): part of the list above.
Results for CC1CCC2(CCC(=O)N2CCCO)CC1 (stereo unspecified) ?
PI4K2A inh: -1

Results for CC(=O)c1cc(-c2ccc3ccccc3c2)c(=O)n2c1CCC2 ?
PI4K2A inh: -1

What do the screens show for `CC(=O)N1CCN(S(=O)(=O)c2ccc3c(c2)oc(=O)n3C)CC1`?
PI4K2A inh: -8

Results for COc1ccc(C(=O)CSc2nnc(-c3ccccn3)n2-c2ccccc2)cc1 ?
PI4K2A inh: -4

How did Cc1cc(NC(=O)c2ccc(NS(=O)(=O)c3ccc(C)c(C)c3)cc2)no1 do in these assays?
PI4K2A inh: 1

What do the screens show for `CCCC[C@H]1C2CC(OC(=O)Nc3cccc(F)c3)C(C2)[C@H]2CCCCN21` (stereo partly specified)?
PI4K2A inh: 6

What do the screens show for `CCC(C(=O)Nc1c(C)cccc1C)n1c(-c2ccc(-c3ccccc3)cc2)nc2ccccc21` (stereo unspecified)?
PI4K2A inh: -1

What do the screens show for `COc1ccc(C(C(=O)NC(C)(C)C)n2c(-c3ccc(=O)[nH]c3)nc3ccccc32)cc1` (stereo unspecified)?
PI4K2A inh: 1

What do the screens show for `COC(=O)C1(C(=O)OC)C[C@H](/C=C/c2ccccc2)N(Cc2ccccc2OC)[C@@H]1c1ccc(F)cc1`?
PI4K2A inh: 7

How did COC(=O)[C@]12C[C@H](CC(=O)NCc3cccc(C(F)(F)F)c3)C(=O)N(Cc3ccco3)C1=C[C@H](C(C)(C)C)O[C@@H]2C do in these assays?
PI4K2A inh: 1

Next compounds follow:
How did CCCC1CCC2(CC1)CCC2OC(=O)Nc1c(OC)cccc1OC (stereo unspecified) do in these assays?
PI4K2A inh: -4

How did COC(=O)[C@]12C[C@H](CC(=O)NCCC(C)C)C(=O)N(Cc3cccc4ccccc34)C1=C[C@H](C1CCCC1)O[C@@H]2C do in these assays?
PI4K2A inh: 0

Results for COc1ccc(OC)c(S(=O)(=O)N(CCc2ccc(OC)c(OC)c2)Cc2cccs2)c1 ?
PI4K2A inh: 11

What do the screens show for `CN(C)CC(=O)N[C@@H]1C[C@@H]2O[C@H](CO)CC[C@@H]2O[C@@H]1CCc1ccc(C#Cc2ccccc2)cc1`?
PI4K2A inh: 2

How did CN(C(=O)CCn1nnc(-c2cccs2)n1)C1CCCCC1 do in these assays?
PI4K2A inh: -2

How did COC(=O)C(C(=O)OC)c1ncccc1NS(=O)(=O)c1ccc(C)cc1 do in these assays?
PI4K2A inh: -3

How did CC(C)(C)c1ccc(C(=O)Nc2cc(Cl)c(Cl)cc2C(=O)O)cc1 do in these assays?
PI4K2A inh: 2

What do the screens show for `CCCCNC(=O)C[C@H]1C[C@@]2(C(=O)OC)C(=C[C@H](C(C)(C)C)O[C@@H]2C)N(Cc2ccco2)C1=O`?
PI4K2A inh: -2

Results for CCCCCNC(=O)C(c1ccccc1F)n1c(=O)c(-c2ccco2)nc2ccccc21 (stereo unspecified) ?
PI4K2A inh: inconclusive

Results for COc1cc(NC(=O)C2CCCN(S(=O)(=O)c3ccccc3)C2)cc(OC)c1 (stereo unspecified) ?
PI4K2A inh: -3

Results for CC(=O)N1CCN(C2=NC(=O)N(c3ccc(Br)cc3)C(=O)C2)CC1 ?
PI4K2A inh: -4

Results for COC(=O)[C@]12C[C@H](CC(=O)NCCC(C)C)C(=O)N(Cc3ccco3)C1=C[C@H](C(C)(C)C)O[C@@H]2C ?
PI4K2A inh: 5

What do the screens show for `COc1cccc(CNC(=O)Cn2c(-c3ccccc3)cc(C(C)=O)c2C)c1`?
PI4K2A inh: -2

What do the screens show for `Cc1ccc(S(=O)(=O)NCCCc2ccc3c(c2)[C@]2(CCC[C@@H](OCc4ccccc4)[C@@H]2NC(=O)CCc2ccccc2)C(=O)N3Cc2ccccc2)cc1`?
PI4K2A inh: 6

What do the screens show for `CC1(c2nnnn2-c2ccc(F)cc2)CCCC(=O)N1CCc1c[nH]c2ccccc12` (stereo unspecified)?
PI4K2A inh: -3

How did O=[N+]([O-])c1ccc(F)c(CN2CCN(c3ncc(Cc4ccccc4)cn3)CC2)c1 do in these assays?
PI4K2A inh: -6

What do the screens show for `CCOC(=O)CCCNC(=O)O[C@@H]1CC[C@@]23CCCN2C(=O)CCC[C@H]3C1`?
PI4K2A inh: 6

How did CC1CCCCN1C(=O)c1ccc(CNC(=O)c2cccc(Br)c2)cc1 (stereo unspecified) do in these assays?
PI4K2A inh: 4

How did COC(=O)C[C@H]1CC[C@H]2[C@@H](COc3ccc(NC(=O)Nc4ccccc4)cc3C(=O)N2C)O1 do in these assays?
PI4K2A inh: -1

Results for c1ccc(-c2ccc(CNc3nc(-c4ccccn4)nnc3-c3ccccc3)cc2)cc1 ?
PI4K2A inh: 0

Results for CCCCCNC(=O)C(c1ccc(C#N)cc1)n1c(=O)c(-c2ccco2)nc2ccccc21 (stereo unspecified) ?
PI4K2A inh: -3

Results for COc1ccc(-n2c(SCC(=O)NC3CCCCCC3)nnc2-c2ccncc2)cc1 ?
PI4K2A inh: 3

Results for Cc1cc(C)cc(C(=O)OCCCN(C)C2CN(Cc3cn(Cc4ccccc4C(F)(F)F)nn3)S(=O)(=O)C2)c1 (stereo unspecified) ?
PI4K2A inh: -4

Results for Cc1cc(N2CCN(C(C(=O)NC3CCCC3)c3ccco3)CC2)c2ccccc2n1 (stereo unspecified) ?
PI4K2A inh: -2

How did O=C(Nc1ccc2c(c1)OCCO2)C(C1CC1)n1c(=O)c(-c2ccccc2)nc2ccccc21 (stereo unspecified) do in these assays?
PI4K2A inh: 3

Results for OCC(CO)N[C@H]1C[C@](O)(CO)[C@@H](O)[C@H](O)[C@H]1O ?
PI4K2A inh: 1&-3

Results for Cc1ccc(S(=O)(=O)N2C3CCCCC3O[C@H]2CC(=O)c2ccccc2)cc1 (stereo partly specified) ?
PI4K2A inh: -3

How did Brc1ccccc1Cn1nnc(-c2ccc(N3CCOCC3)cc2)n1 do in these assays?
PI4K2A inh: -2

Results for CCOC(=O)[C@]12CCCC3=C1N(CCC3)C(=O)[C@@H](CC(=O)NCC1CCCCC1)C2 ?
PI4K2A inh: -1

What do the screens show for `O=C1Nc2ccccc2-c2nnnn2C1N1CCCCC1` (stereo unspecified)?
PI4K2A inh: -3

What do the screens show for `O=C(Nc1ccc(F)cc1)N[C@@H]1C[C@@H]2O[C@H](CO)CC[C@@H]2O[C@@H]1CCc1ccc(C2=CCCC2)cc1`?
PI4K2A inh: -3

Results for CCCCCCCCNC(=O)C1CSCCS(=O)(=O)N1Cc1ccc(OC)cc1 (stereo unspecified) ?
PI4K2A inh: 4

How did COc1ccc(OC)c(S(=O)(=O)N2CCCCC2C(=O)N2CCN(Cc3ccc(F)cc3)CC2)c1 (stereo unspecified) do in these assays?
PI4K2A inh: -9

Results for O=C(C1CCCN1S(=O)(=O)c1ccc(Br)s1)N1CCc2ccccc2C1 (stereo unspecified) ?
PI4K2A inh: -1

Results for Cc1ccc(-n2c(SCC(=O)N/N=C/C=C\c3ccccc3[N+](=O)[O-])nnc2-c2ccccc2)cc1 ?
PI4K2A inh: 0

What do the screens show for `COCCCNC(=O)c1ccc(Cn2c(=O)c3ccccc3n(Cc3ccc([N+](=O)[O-])cc3)c2=O)cc1`?
PI4K2A inh: 3

What do the screens show for `COc1ccc(CN2CN3Cc4ccccc4C3CS2(=O)=O)cc1` (stereo unspecified)?
PI4K2A inh: -1

What do the screens show for `COC(=O)[C@]12C[C@H](CC(=O)N3CCSCC3)C(=O)N(CCc3ccc(OC)c(OC)c3)C1=C[C@H](C1CCCC1)O[C@@H]2C`?
PI4K2A inh: -1

Results for Cc1c(C(C)c2ccccc2O)[nH]c2ccccc12 (stereo unspecified) ?
PI4K2A inh: 3

What do the screens show for `Cc1c[nH]c2cccc(-c3ccc4c(c3)OCO4)c12`?
PI4K2A inh: -1

How did Cc1ccc(-n2c(SCC(=O)NN=Cc3c[nH]c4ccccc34)nnc2-c2ccccc2)cc1 do in these assays?
PI4K2A inh: -5

How did COc1ccc(N2CCN(CCCNC(=O)CCc3ccc(F)cc3)CC2)cc1 do in these assays?
PI4K2A inh: 2

Results for O=C(CSc1nnc(-c2ccncc2)n1-c1ccc(Br)cc1)c1ccccc1 ?
PI4K2A inh: 6

How did CCOC(=O)CC[C@@H]1CC[C@]2(CCCN(Cc3nccs3)C2)O1 do in these assays?
PI4K2A inh: -3

Results for O=C(NC1CCCCN(Cc2cccc(C(F)(F)F)c2)C1=O)c1ccc(Cl)c(Cl)c1 (stereo unspecified) ?
PI4K2A inh: 0

What do the screens show for `Cc1ccc(Cc2nc3ccccc3n2C(CCc2ccccc2)c2nc3ccccc3[nH]2)cc1` (stereo unspecified)?
PI4K2A inh: 6

What do the screens show for `CCC(C)CN1C(=O)CN(S(C)(=O)=O)CC1(C)C(=O)Nc1ccc2c(c1)OCCO2` (stereo unspecified)?
PI4K2A inh: 3

How did O=C1Nc2ccccc2C(=O)N(c2ccc3c(c2)OCCO3)C1C(=O)NC1CC1 (stereo unspecified) do in these assays?
PI4K2A inh: 4

How did O=C(NC1CCCCN(Cc2cccc(C(F)(F)F)c2)C1=O)c1ccc(F)c(F)c1 (stereo unspecified) do in these assays?
PI4K2A inh: 0

How did Nc1nc2ccccc2cc1C(=O)NCc1ccc(-c2ccccc2)cc1 do in these assays?
PI4K2A inh: 2

Results for CCCC(C)C(=O)NC1CCCCN(Cc2ccc(C)cc2)C1=O (stereo unspecified) ?
PI4K2A inh: -2

What do the screens show for `COc1ccc2c(c(-c3ccccc3)cn2C)c1-c1ccccc1`?
PI4K2A inh: -2

Results for COC(=O)[C@@]12C[C@@H](CC(=O)N3CCN(C(=O)c4ccco4)CC3)C(=O)N(CCc3ccc(OC)c(OC)c3)C1=CCC(C)(C)C2 ?
PI4K2A inh: -1

What do the screens show for `CN1C(=O)c2cc(NC(=O)c3cccc(F)c3)ccc2OC[C@@H]2O[C@H](CC(=O)NCc3ccccc3)CC[C@H]21`?
PI4K2A inh: 6

What do the screens show for `NC(=O)CC[C@@H]1NC(=O)[C@H](Cc2ccccc2)NC(=O)[C@H](Cc2ccc(O)cc2)NC(=O)CCSSC[C@@H](C(=O)N2CCC[C@H]2C(=O)N[C@@H](CCCN=C(N)N)C(=O)NCC(N)=O)NC(=O)[C@H](CC(N)=O)NC1=O`?
PI4K2A inh: 6

What do the screens show for `COc1ccc(C(C(=O)NC2CCCC2)n2c(-c3cccs3)nc3ccccc32)cc1` (stereo unspecified)?
PI4K2A inh: 1

Some of the compounds tested (hit frequency here may not be typical).
